PRC2 inh: blocks human EZH2/PRC2 H3K27 methylation; inhibition, % at 12.5 µM; AID 651548; actives 0.35% (n = 57,000); DELFIA TRF, 1 h; Q15910;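 active = mean inhibition of replicates at least 50% and every single replicate also reaching 50%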;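 note: dimethyl H3K27 on biotinylated H3 21-44 peptide detected by antibody; plate controls were median neutral control wells for no effect and median positive control wells for full effect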
IDH1 R132H inh: inhibitors of human IDH1 R132H; O75874; AID 624101; inhibition, % at 10 µM; IDH1 R132H reductase, diaphorase/resazurin fluorescence, 60 min; actives 0.18% (n = 70,000); in the data active = inhibition above about 34%;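 note: 0% = DMSO and 100% = no enzyme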
Target sequence (O75874 whole entry R132H): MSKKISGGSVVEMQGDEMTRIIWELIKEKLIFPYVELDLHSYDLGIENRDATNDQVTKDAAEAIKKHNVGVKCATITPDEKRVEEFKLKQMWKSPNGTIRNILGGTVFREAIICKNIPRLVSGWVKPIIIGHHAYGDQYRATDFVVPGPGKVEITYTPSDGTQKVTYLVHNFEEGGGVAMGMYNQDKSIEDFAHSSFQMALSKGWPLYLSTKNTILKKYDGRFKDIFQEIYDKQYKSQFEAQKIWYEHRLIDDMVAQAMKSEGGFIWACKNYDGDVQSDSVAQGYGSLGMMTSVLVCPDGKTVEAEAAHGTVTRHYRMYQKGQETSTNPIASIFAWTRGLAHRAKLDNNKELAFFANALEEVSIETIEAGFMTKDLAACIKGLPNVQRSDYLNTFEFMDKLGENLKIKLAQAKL
An asterisk follows results filed as active; x = not tested or not shown; & = joins results of further samples. Not all compounds are listed, so the mix of outcomes need not match the whole.

Below each compound: PRC2 inh	IDH1 R132H inh
COCC(=O)Nc1ccc2c(c1)[C@@H]1C[C@H](CC(=O)NCC3CC3)O[C@@H](CO)[C@@H]1O2
    -4.3	-0.8
Nc1nc2ccc(Cl)cc2c2nc(-c3ccco3)nn12
    -11.4	-1.1
Cc1cnn(CCCNC(=O)NC23CC4CC(CC(C4)C2)C3)c1
    4.1	0.7
CCCC#Cc1ccc2c(c1)O[C@@H](CN(C)Cc1ccccc1)[C@H](C)CN([C@@H](C)CO)S2(=O)=O
    10.7	-0.4
COc1ccc(NC(=O)Nc2ccc3c(c2)C(=O)N([C@H](C)CO)C[C@H](C)[C@@H](CN(C)S(=O)(=O)c2ccc(C)cc2)OCCCC[C@H](C)O3)cc1
    x	15.8
C[C@@H]1CCC2C(C)(C)[C@H](O)CC[C@]2(C)[C@@]12Cc1c(O)cc3c(c1O2)CNC3=O (stereo not given in full)
    x	0.7
C[C@H](CO)N1C[C@H](C)[C@H](CN(C)C(=O)CN(C)C)Oc2cc(-c3ccncc3)ccc2S1(=O)=O
    -6.6	0.1
C[C@H]1CN([C@@H](C)CO)S(=O)(=O)c2ccc(-c3ccccc3)cc2O[C@H]1CN(C)C(=O)C1CC1
    -4.2	-1.2
COc1cccc(-c2cnc3c(c2)C(=O)N([C@@H](C)CO)C[C@@H](C)[C@@H](CN(C)CC2CC2)O3)c1
    -19.0	-0.7
COc1ccc(NC(=O)Nc2cccc3c2O[C@H](CN(C)C(=O)Nc2ccc4c(c2)OCO4)[C@H](C)CN([C@H](C)CO)C3=O)cc1
    x	0.3
C[C@@H]1CN([C@@H](C)CO)C(=O)c2cccc(N(C)C)c2O[C@H]1CN(C)S(=O)(=O)c1ccccc1
    6.7	1.9
COCC(=O)Nc1ccc2c(c1)[C@H]1C[C@H](CC(=O)N[C@@H](C)c3ccccc3)O[C@@H](CO)[C@H]1O2
    -1.3	-0.1
Cc1ccc(S(=O)(=O)N(C)C[C@@H]2OCCCC[C@@H](C)Oc3ccc(NC(=O)Nc4ccc5c(c4)OCO5)cc3C(=O)N([C@H](C)CO)C[C@H]2C)cc1
    x	0.9
C[C@@H]1CCCCO[C@@H](CN(C)Cc2ccccc2)[C@@H](C)CN([C@@H](C)CO)C(=O)c2cc(NC(=O)Nc3ccc(C(F)(F)F)cc3)ccc2O1
    x	-0.3
C[C@@H](NC(=O)C[C@@H]1C[C@@H]2c3cc(NC(=O)C4CCOCC4)ccc3O[C@@H]2[C@@H](CO)O1)c1ccccc1
    6.4	0.0
C[C@@H]1CCCCO[C@@H](CN(C)C)[C@H](C)CN([C@@H](C)CO)C(=O)c2cc(NS(=O)(=O)c3ccc(F)cc3)ccc2O1
    1.9	x
Cc1cc(Br)ccc1NC(=O)Cn1nc(C)c([N+](=O)[O-])c1C
    -3.4	0.6
C[C@H]1CN([C@@H](C)CO)C(=O)Cc2cc(N(C)C)ccc2O[C@@H]1CN(C)C(=O)Nc1ccc2c(c1)OCO2
    -7.6	3.3
CC(=O)N1N=C(N)SC12CCCC2
    25.1	0.6
CO[C@@H]1CN(C)C(=O)c2cc(NC(=O)C3CCC3)ccc2OC[C@@H](C)N(Cc2nccs2)C[C@@H]1C
    0.6	0.1
Cc1noc(C)c1S(=O)(=O)Nc1ccc2c(c1)CC(=O)N([C@H](C)CO)C[C@@H](C)[C@H](CN(C)C(=O)Nc1ccccc1)O2
    x	2.5
Cc1c(C(=O)C2C(=O)C(=O)N(Cc3cccnc3)C2c2ccccn2)cnn1-c1ccccc1 (stereo not given)
    -11.4	-0.1
C[C@@H]1CN([C@@H](C)CO)C(=O)c2cc(NC(=O)CCCCCC(=O)Nc3ccccc3N)ccc2O[C@H]1CN(C)C(=O)Nc1cccc2ccccc12
    -7.4	0.3
CNC[C@H]1Oc2cc(C#CC3CCCCC3)ccc2S(=O)(=O)N([C@H](C)CO)C[C@@H]1C
    -21.8	0.2
Cc1noc(C)c1NC(=O)N(C)C[C@H]1Oc2ccc(NC(=O)c3ccncc3)cc2C(=O)N([C@H](C)CO)C[C@@H]1C
    x	-1.1
CC(C)NC(=O)N(C)C[C@@H]1Oc2ncc(-c3cccc(C#N)c3)cc2C(=O)N([C@H](C)CO)C[C@@H]1C
    24.4&23.7	x
Cc1noc(C)c1NC(=O)N(C)C[C@@H]1Oc2ncc(C#CCN(C)C)cc2C(=O)N([C@H](C)CO)C[C@@H]1C
    x	-2.2&-0.4
C[C@H](CO)N1C[C@H](C)[C@H](CN(C)C(=O)NC2CCCCC2)OCCCC[C@H](C)Oc2ccc(N(C)C)cc2C1=O
    -5.4	x
C[C@H]1CN([C@@H](C)CO)C(=O)c2ccccc2-c2ccccc2CO[C@@H]1CN(C)Cc1ccc(F)cc1
    -0.8	-2.7
C[C@@H]1CCCCO[C@H](CN(C)C(=O)CCC(F)(F)F)[C@@H](C)CN([C@H](C)CO)C(=O)c2cc(N(C)C)ccc2O1
    1.1	-0.7

A second format for part of the listing above:
SMILES | PRC2 inh | IDH1 R132H inh
CCCC#Cc1ccc2c(c1)O[C@@H](CN(C)Cc1ccccc1)[C@H](C)CN([C@@H](C)CO)S2(=O)=O | 10.7 | -0.4
COc1ccc(NC(=O)Nc2ccc3c(c2)C(=O)N([C@H](C)CO)C[C@H](C)[C@@H](CN(C)S(=O)(=O)c2ccc(C)cc2)OCCCC[C@H](C)O3)cc1 | x | 15.8
C[C@@H]1CCC2C(C)(C)[C@H](O)CC[C@]2(C)[C@@]12Cc1c(O)cc3c(c1O2)CNC3=O (stereo not given in full) | x | 0.7
C[C@H](CO)N1C[C@H](C)[C@H](CN(C)C(=O)CN(C)C)Oc2cc(-c3ccncc3)ccc2S1(=O)=O | -6.6 | 0.1
C[C@H]1CN([C@@H](C)CO)S(=O)(=O)c2ccc(-c3ccccc3)cc2O[C@H]1CN(C)C(=O)C1CC1 | -4.2 | -1.2
COc1cccc(-c2cnc3c(c2)C(=O)N([C@@H](C)CO)C[C@@H](C)[C@@H](CN(C)CC2CC2)O3)c1 | -19.0 | -0.7
COc1ccc(NC(=O)Nc2cccc3c2O[C@H](CN(C)C(=O)Nc2ccc4c(c2)OCO4)[C@H](C)CN([C@H](C)CO)C3=O)cc1 | x | 0.3

(listing goes on)
Below each compound: PRC2 inh	IDH1 R132H inh
C[C@H]1CN([C@@H](C)CO)C(=O)Cc2cc(NC(=O)CCC(F)(F)F)ccc2O[C@@H]1CN(C)Cc1ccccc1
    -0.1	-1.4
C[C@H](CO)N1C[C@H](C)[C@H](CN(C)C(=O)C2CC2)Oc2cc(/C=C/c3ccccc3)ccc2S1(=O)=O
    -7.8	-4.2
COc1ccc(-c2ccc3c(c2)O[C@H](CN(C)C(C)=O)[C@@H](C)CN([C@@H](C)CO)S3(=O)=O)cc1
    x	0.2
C[C@@H]1CN([C@H](C)CO)S(=O)(=O)c2ccc(C#CC3(O)CCCC3)cc2O[C@@H]1CN(C)C(=O)Cc1ccncc1
    -11.4	12.1
C[C@@H]1CN([C@@H](C)CO)C(=O)c2cc(C#CC3(O)CCCC3)cnc2O[C@@H]1CN(C)C(=O)CC1CC1
    -5.5	-0.1
Cc1cccc(NC(=O)c2ccccc2NC(=O)COc2cccc([N+](=O)[O-])c2)c1C
    -6.1	0.0
CCCN(C)C[C@H]1OCCCC[C@@H](C)Oc2ccc(NS(=O)(=O)c3ccccc3)cc2C(=O)N([C@H](C)CO)C[C@H]1C
    -7.7	3.8
CCOC(=O)c1cn(Cc2cccc(Cl)c2)c2cc(C)nn2c1=O
    -1.8	1.0
C[C@@H]1CN([C@@H](C)CO)C(=O)Cc2cc(NC(=O)Cn3cnnn3)ccc2O[C@@H]1CN(C)C(=O)Nc1ccc2c(c1)OCO2
    x	0.8
C[C@@H]1CCCCO[C@@H](CN(C)S(C)(=O)=O)[C@@H](C)CN([C@H](C)CO)C(=O)c2cc(N(C)C)ccc2O1
    -12.8	x
C[C@H](CO)N1C[C@H](C)[C@@H](CN(C)Cc2ccc(C(F)(F)F)cc2)Oc2ccc(NC(=O)c3ccncc3)cc2CC1=O
    -6.6	0.8
C[C@@H]1CN([C@@H](C)CO)C(=O)c2cc(NC(=O)Nc3ccc(C(F)(F)F)cc3)ccc2O[C@@H](C)CCCCO[C@@H]1CN(C)Cc1ccc2c(c1)OCO2
    x	2.0
C[C@@H]1CN([C@@H](C)CO)C(=O)c2cccc(NC(=O)c3ccncc3)c2O[C@H]1CN(C)S(=O)(=O)c1cn(C)cn1
    x	-1.7
C[C@H](CO)N1C[C@H](C)[C@@H](CN(C)CC2CCCCC2)OCc2cnnn2CCCC1=O
    x	-0.5
COc1ccc(CN(C)C[C@@H]2Oc3ccc(NC(=O)c4ccncc4)cc3CC(=O)N([C@H](C)CO)C[C@@H]2C)cc1
    -2.0	-0.9
Cc1ccc(S(=O)(=O)N2CCN(C(=O)CSc3nnc4sc5ccccc5n34)CC2)cc1
    8.7	-0.2
COc1ccc(S(=O)(=O)Nc2ccc3c(c2)C(=O)N([C@H](C)CO)C[C@@H](C)[C@H](CN(C)S(=O)(=O)c2ccccc2)O3)cc1
    x	0.0
C[C@@H]1CCCCO[C@@H](CN(C)S(=O)(=O)c2cn(C)cn2)[C@H](C)CN([C@@H](C)CO)C(=O)c2cc(NC(=O)c3ccccc3)ccc2O1
    x	-4.9
Cc1cc(NC(=O)Cn2nc([N+](=O)[O-])cc2C)ccc1Br
    3.4	-0.3
C[C@@H]1CN([C@@H](C)CO)S(=O)(=O)c2ccc(-c3cncnc3)cc2O[C@H]1CN(C)Cc1cncnc1
    x	0.0
Nc1ccc(-c2nc3ccc(-c4nc5ccc(N)cc5[nH]4)cc3[nH]2)cc1
    -2.7	0.1
O=C(O)C[C@@H]1C[C@H]2c3cc(NC(=O)C4CCC4)ccc3O[C@H]2[C@H](CO)O1
    -3.0	-0.2
COc1cc(NC(=O)CCN2CCOCC2)cc(OC)c1
    -5.3	-0.1
C[C@H](CO)N1C[C@H](C)[C@H](CN(C)C(=O)CCC(F)(F)F)OCCCC[C@H](C)Oc2ccc(NS(C)(=O)=O)cc2C1=O
    1.7	1.1
C[C@@H]1CN([C@@H](C)CO)C(=O)c2cccc(NC(=O)Nc3ccccc3)c2O[C@@H]1CN(C)C
    4.2	-4.9
Cc1ccc(NC(=O)Cn2nc([N+](=O)[O-])c(Br)c2C)cc1C
    -11.2	-0.3
C[C@H]1CCCCO[C@@H](CN(C)S(C)(=O)=O)[C@@H](C)CN([C@@H](C)CO)C(=O)c2cc(N(C)C)ccc2O1
    -0.6	x
CC(C)NC(=O)N(C)C[C@H]1Oc2cc(-c3cncnc3)ccc2S(=O)(=O)N([C@@H](C)CO)C[C@@H]1C
    -7.9	0.1
COc1ccc(S(=O)(=O)Nc2cccc3c2O[C@@H](CN(C)C(=O)Nc2ccc(C(F)(F)F)cc2)[C@@H](C)CN([C@H](C)CO)C3=O)cc1
    x	7.4
COc1ccc(F)cc1S(=O)(=O)N1CCCN(S(=O)(=O)c2cc(F)ccc2OC)CC1
    -7.4	0.2
C[C@H](CO)N1C[C@H](C)[C@@H](CN(C)S(C)(=O)=O)Oc2ccc(NC(=O)Nc3ccc(C(F)(F)F)cc3)cc2C1=O
    -7.8	1.7
CCCN(CCc1ccccc1)C1CCc2c(O)cccc2C1 (stereo not given)
    x	-0.6
C[C@@H]1CN([C@@H](C)CO)C(=O)c2cc(NC(=O)Nc3ccccc3)ccc2O[C@@H]1CN(C)Cc1ccc2c(c1)OCO2
    -2.6	0.1
Cc1noc(C)c1NC(=O)Nc1cccc2c1O[C@@H](CN(C)Cc1ccc3c(c1)OCO3)[C@H](C)CN([C@@H](C)CO)C2=O
    -0.1	1.1
C[C@H](CO)N1C[C@H](C)[C@H](CN(C)C(=O)c2cccc(F)c2)Oc2cc(-c3cccc(F)c3)ccc2S1(=O)=O
    x	-0.3
CCC(=O)N(C)C[C@@H]1Oc2ncc(C#CCc3ccccc3)cc2C(=O)N([C@@H](C)CO)C[C@H]1C
    x	3.4
O=C(Nc1ccc(Cl)c(Cl)c1)N[C@@H]1CC[C@H](CCn2cc(C3CC3)nn2)O[C@@H]1CO
    -7.8	0.1
C[C@@H]1CN([C@@H](C)CO)C(=O)Cc2cc(NS(C)(=O)=O)ccc2O[C@H]1CN(C)S(=O)(=O)c1ccc(Cl)cc1
    x	0.9
C[C@H]1CN([C@@H](C)CO)C(=O)c2cc(NC(=O)Nc3ccccc3)ccc2O[C@@H]1CN(C)Cc1ccncc1
    -12.8	1.9
O=C(CCN1C(=O)c2ccccc2C1=O)Nc1ccccc1C(=O)N1CCOCC1
    -9.7	0.4
COc1cc(OC)c(C2=NOC(C(=O)Nc3sc4c(c3C#N)CCCC4)C2)cc1Cl (stereo not given)
    3.3	-0.3
COc1ccc(NC(=O)N(C)C[C@@H]2OCCCC[C@@H](C)Oc3ccc(NC(=O)Nc4ccc(F)cc4)cc3C(=O)N([C@@H](C)CO)C[C@H]2C)cc1
    x	0.0
O=[N+]([O-])c1ccccc1NCCNS(=O)(=O)c1ccc(Cl)c(Cl)c1
    19.2	-1.0
O=C(Nc1ccc(C(F)(F)F)cc1)Nc1ccc2c(c1)[C@H]1C[C@H](CC(=O)N3CCc4ccccc4C3)O[C@@H](CO)[C@H]1O2
    -14.7	1.0
C[C@@H]1CN([C@H](C)CO)C(=O)c2cc(NC(=O)Nc3ccccc3)ccc2O[C@@H](C)CCCCO[C@H]1CN(C)C(=O)Cc1ccccc1
    x	-0.2
C[C@H](CO)N1C[C@H](C)[C@@H](CN(C)CC2CCCCC2)Oc2c(NC(=O)c3ccc(-c4nccs4)cc3)cccc2C1=O
    -24.7	x
C=CCc1ccc(O[C@@H]2O[C@H](CO[C@@H]3O[C@@H](C)[C@H](O)[C@@H](O)[C@H]3O)[C@@H](O)[C@H](O)[C@H]2O)c(O)c1
    x	0.0
CC(C)(C)[S@@](=O)N1Cc2cc(C(=O)NCc3ccncc3)nc(-c3cccc(-c4cccc(C#N)c4)c3)c2[C@H]1CCO
    -15.0	-0.1

Screening results deposited in PubChem by Broad Institute.
